FBW7 activator – activators of human E3 ligase FBW7 | Q969H0 | AlphaScreen FBW7–phospho-cyclin E peptide binding, activator screen | normalized activity (activation), % at 26.1 µM | 650,000 compounds, 0.13% hits | AID 1259310; in the data active = normalized activity above about 1.9%;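 also: purified mutant Fbw7 with reduced substrate affinity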
Target sequence (Q969H0 whole entry, looked up): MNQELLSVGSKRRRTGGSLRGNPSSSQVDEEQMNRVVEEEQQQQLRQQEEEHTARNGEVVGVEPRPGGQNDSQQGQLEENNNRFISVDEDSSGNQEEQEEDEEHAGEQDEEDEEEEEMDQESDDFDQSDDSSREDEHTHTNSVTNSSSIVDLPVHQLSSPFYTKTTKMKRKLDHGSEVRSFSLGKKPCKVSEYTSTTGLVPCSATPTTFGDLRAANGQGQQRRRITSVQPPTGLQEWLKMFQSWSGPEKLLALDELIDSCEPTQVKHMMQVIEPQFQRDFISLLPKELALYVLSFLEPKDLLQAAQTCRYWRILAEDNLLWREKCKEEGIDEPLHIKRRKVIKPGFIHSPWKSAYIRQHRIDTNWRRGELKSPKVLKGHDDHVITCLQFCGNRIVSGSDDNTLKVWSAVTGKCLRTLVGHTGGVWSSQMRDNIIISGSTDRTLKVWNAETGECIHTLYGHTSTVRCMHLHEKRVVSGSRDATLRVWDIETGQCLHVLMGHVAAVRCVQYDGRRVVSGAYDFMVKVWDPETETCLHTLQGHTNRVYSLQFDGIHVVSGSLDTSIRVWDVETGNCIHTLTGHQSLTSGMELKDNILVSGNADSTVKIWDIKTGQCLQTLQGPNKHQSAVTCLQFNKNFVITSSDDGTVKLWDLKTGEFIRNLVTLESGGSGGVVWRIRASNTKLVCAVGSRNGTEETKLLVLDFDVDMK
GPR151 activ – activates the human receptor GPR151; Q8TDV0; PathHunter beta-arrestin GPR151 cells, luminescence; activation, % at 11.2 µM; 650,000 compounds, 1% hits; in the data active = activation above about 4.9%;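 also: 0% = median of compound wells and 100% = cells with positive control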
TEAD-YAP inh – TEAD-YAP interaction inhibition. HEK-TIYL cells, TEAD-Gal4/YAP UAS-luciferase luminescence. inhibition, % at 9.12 µM. 640,000 compounds, 1.4% hits. AID 1259422; in the data active = inhibition above about 32%;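 also: 0% = median of test compound wells and 100% = reference inhibitor wells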
MITF primary – blocks human microphthalmia-associated transcription factor | O75030 | AlphaScreen MITF homodimerization, bead proximity signal | inhibition, % at 2.6 µM | 650,000 compounds, 0.91% hits; in the data active = inhibition above about 50%;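 also: 0% = vehicle wells with protein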
Starred values were filed as active, the others as inactive.

Start of the data: the first 4 compounds, to show the layout:
SMILES,TEAD-YAP inh,GPR151 activ,MITF primary,FBW7 activator
Cc1ncc([N+](=O)[O-])n1Cc1ccccc1Cl,3,0.3,20,0.5
O=C1NC(=S)N/C1=C\c1coc2ccccc2c1=O,17,2.8,-12,-0.2
COc1cc(C2=NOC(C(=O)Nc3ccc(C#N)cc3)C2)cc(OC)c1OC (centres undefined),2,-0.2,-3,0.0
O=C(O)C1CCN(S(=O)(=O)c2cc([N+](=O)[O-])ccc2Cl)CC1,-1,0.6,21,0.2

This part in full, previewed entries included:
SMILES,TEAD-YAP inh,GPR151 activ,MITF primary,FBW7 activator
Cc1ncc([N+](=O)[O-])n1Cc1ccccc1Cl,3,0.3,20,0.5
O=C1NC(=S)N/C1=C\c1coc2ccccc2c1=O,17,2.8,-12,-0.2
COc1cc(C2=NOC(C(=O)Nc3ccc(C#N)cc3)C2)cc(OC)c1OC (centres undefined),2,-0.2,-3,0.0
O=C(O)C1CCN(S(=O)(=O)c2cc([N+](=O)[O-])ccc2Cl)CC1,-1,0.6,21,0.2
COCCCNC(=O)Cn1ncc2c(Cl)cccc21,-3,-0.3,1,0.1
COc1ccc(CC(=O)NCc2nc(-c3cccnc3)n[nH]2)cc1OC,0,-0.9,5,0.1
O=C(Nc1ccc2c(c1)OCO2)C1CC(=O)N(C2CCCCC2)C1 (centres undefined),0,-0.8,-11,0.2
CC(=O)NC(=O)CC(=O)c1ccccc1,-50,2.8,5,-0.1
CC1=C(C(=O)OCCOC(C)C)C(c2cccc(F)c2)C2=C(CC(C)(C)CC2=O)N1 (centres undefined),15,-0.2,10,0.3
Cc1noc(C(=O)Nc2ccc3c(c2)OCO3)c1Cl,-54,-1.0,12,0.0

3 entries out of the list, arranged by count of non-hydrogen atoms, rising.
SMILES,TEAD-YAP inh,GPR151 activ,MITF primary,FBW7 activator
COCCCNC(=O)Cn1ncc2c(Cl)cccc21,-3,-0.3,1,0.1
O=C(Nc1ccc2c(c1)OCO2)C1CC(=O)N(C2CCCCC2)C1 (centres undefined),0,-0.8,-11,0.2
COc1cc(C2=NOC(C(=O)Nc3ccc(C#N)cc3)C2)cc(OC)c1OC (centres undefined),2,-0.2,-3,0.0

Further records
SMILES,TEAD-YAP inh,GPR151 activ,MITF primary,FBW7 activator
N#Cc1c(C(F)(F)F)cc(-c2cccs2)nc1SCC(=O)c1ccc(Cl)cc1,2,-0.2,5,0.0
COc1ccc(CCNC(=O)c2csc(Nc3nccc4ccccc34)n2)cc1,12,-0.7,3,0.2
O=C(c1ccc(Br)o1)N1N=C(c2ccco2)CC1c1ccco1 (centres undefined),-2,-2.0,-18,-0.2
O=C(NC1(C(F)(F)F)NC(=O)N(Cc2ccco2)C1=O)c1ccccc1Cl (centres undefined),11,0.4,-1,0.8
COC(=O)CNC1CCN(c2ccc(C(=O)NCc3ccc4c(c3)OCO4)cc2)CC1,3,-1.7,16,0.4
CCOC(=O)c1ccc(-n2c(=O)c3ccccc3c3ccccc3c2=O)cc1,6,0.3,5,-0.3
CN(CC(=O)Nc1ccc(C(N)=O)cc1)S(=O)(=O)c1ccc2ccccc2c1,-4,0.1,4,-0.1
CCCN1C(=O)c2ccc(C(=O)Nc3ccc([N+](=O)[O-])cc3O)cc2C1=O,-10,-0.1,15,0.1
Oc1ccc(CCNc2nc(Nc3ccc4ncccc4c3)nc3c2ncn3Cc2ccc(C(F)(F)F)cc2)cc1,-19,1.3,8,0.2
Cc1cc(OC(=O)c2ccc([N+](=O)[O-])cc2)c([N+](=O)[O-])c(=O)[nH]1,-3,-1.7,-1,0.1
CNc1nc(NC)nc(Oc2ccc(C(=O)OC)cc2)n1,-3,0.3,1,-0.1
COc1cccc(S(=O)(=O)N2CCN(C(=O)c3ccco3)CC2)c1,1,0.0,-9,-0.2
CCc1ccccc1-n1cnc2cc(C(=O)NC3CCCC3)ccc21,9,0.9,7,0.2
Cc1cc(I)ccc1NC(=O)Nc1ccc(Cl)c(Cl)c1,-2,1.7,-5,0.0
Cc1sc2ncn3c(C)nnc3c2c1C,7,-0.9,16,0.5
COC(=O)c1c(C)[nH]c(C(=O)CSc2n[nH]c(N)n2)c1C,-25,-0.1,-5,0.0
O=S(=O)(O)CCC[n+]1ccc(/C=C/c2c[nH]c3ccc(Br)cc23)cc1,-8,0.2,7,0.4
O=C(Nc1nnc(-c2ccncc2)o1)c1ccccc1,-8,0.3,7,-0.1
CCCN(CCC)C(=O)CN1C(=O)c2ccccc2S1(=O)=O,4,1.7,0,0.0
Cc1ccccc1C(=O)N1CCC2(CC1)CC(=O)c1ccccc1O2,4,0.4,12,0.2
Cc1ccc(NC(=O)CN(c2cccc(F)c2)S(C)(=O)=O)cc1C,2,0.5,4,-0.1
CCN1C/C(=C\c2ccc(OC(F)F)c(OC)c2)c2nc3ccccc3c(C(=O)O)c2C1,4,-1.0,9,0.4
Cc1c(C(=O)N2CCN(c3ccc([N+](=O)[O-])cc3)CC2)sc2ncnc(N3CCC(C)CC3)c12,-4,0.6,11,-0.1
CCCCC1CN(CC(=O)NCc2cccc(C)n2)Cc2ccccc2O1 (centres undefined),4,-1.0,0,-0.2
COC(=O)C(C)Sc1ccc2nnc(-c3ccc(OC)cc3)n2n1 (centres undefined),-8,-0.2,2,-0.1
Clc1ccc(Cl)c(-c2nc3ccccc3o2)n1,-23,1.4,-8,0.0
CC1(C)NC(=O)N(CC(O)CN2CCCCC2)C1=O (centres undefined),-6,2.3,10,0.1
COCCNCC(=O)Nc1ccc(CN2CCCCC2)cc1,2,-0.2,53*,-0.1
CC(NC(=O)Cc1ccc(-c2ccccc2)cc1)c1nc(-c2cccnc2)n[nH]1 (centres undefined),-7,-0.1,-10,0.0
CC(C)N(C)C(=O)CC1C(=O)NCCN1Cc1ccccc1C(F)(F)F (centres undefined),-2,-1.1,5,-0.1
O=C(NC1(C(F)(F)F)NC(=O)N(Cc2ccccc2)C1=O)c1cccc([N+](=O)[O-])c1 (centres undefined),8,-0.1,6,-0.1
Cc1ccc2nsnc2c1NC(=O)c1ccc(-c2cccc(Cl)c2C)o1,-17,0.0,16,1.0
OCCN1CCN(c2cc(-c3ccncc3)nc(-c3ccccc3)n2)CC1,-1,0.3,-33,-0.2
Cc1cc(C)c(NC(=O)C(=O)NCc2ccc(F)cc2)c(C)c1,-2,-0.8,-11,0.0
COc1ccc(CCNc2nc(-c3ccc(C(=O)NC4CC4)cc3)nc3c2ncn3-c2ccsc2)cc1,-12,-1.8,21,0.2
CC(=O)Oc1cccc(N2C(=O)c3cccnc3C2=O)c1,-8,0.8,38,-1.4
NC(=O)c1ccc2cnn(-c3ccc(C(=O)NCCN4CCOCC4)cc3)c2c1,-15,2.7,-10,0.0
CSc1ccccc1C(=O)Nc1ccc2c(c1)N(C(=O)C1CCCC1)CC2,10,0.8,2,0.2
CC(NC(=O)c1ccc(Cl)c(Cl)c1)c1ccc(S(N)(=O)=O)cc1 (centres undefined),6,-2.1,6,0.1
O=C(c1cc2ccccc2[nH]1)N1CCNCC1,1,-0.4,-13,-0.1
CCCNc1ccc2ncc(-c3cc(C)cs3)n2n1,4,-0.9,8,0.6
O=C(O)c1cccc(NS(=O)(=O)c2ccc(Cl)c(Cl)c2)c1,3,-0.5,12,0.7
O=S(=O)(c1ccc(Cl)cc1)N1CCC(n2nnc3cc(C(F)(F)F)ccc32)CC1,-5,0.1,3,0.2
CC1CN/C(=C/C(=O)C(C)(C)C)C(=O)N1 (centres undefined),-9,-2.0,-7,0.0
O=C(O)C1(S(=O)(=O)c2cccc3nsnc23)CC1,-8,0.0,3,-0.1
COCCn1c(SCC(=O)Nc2ccc(C)cc2C)nc2c(c1=O)SCC2,-4,1.0,10,0.7
CCn1c(C(CC(C)C)NC(=O)COC)nc2cccnc21 (centres undefined),12,0.2,-3,-0.1
Cc1cc(/C=N/n2cnnc2)c(C)n1-c1cc(C(=O)O)cc(C(=O)O)c1,3,-1.9,37,-0.1
Cc1cc(Br)cnc1NCc1cc(Br)ccc1O,-8,2.1,2,-0.1
COc1cc(C2C(C(N)=O)=C(C)Nc3nc(-c4ccncc4)nn32)cc(OC)c1OC (centres undefined),-2,-0.7,-3,0.1

Remaining list, next part
SMILES,TEAD-YAP inh,GPR151 activ,MITF primary,FBW7 activator
Cc1nn(-c2ccccc2)c(Cl)c1C1C=C(c2ccccc2)Nc2nnnn21 (centres undefined),-35,1.0,-1,-0.1
N#C/C(=C\c1ccccc1[N+](=O)[O-])C(=O)Nc1ccc(N2CCOCC2)cc1,0,0.1,16,0.4
CCONC(=O)c1cnc2scc(CC)n2c1=O,-1,-0.2,-6,-0.4
COCCNC(=O)CSc1nc2ccccc2c(=O)n1CCNC(C)=O,5,-2.1,7,-0.1
Cc1cc(NC(=O)COC(=O)c2ccccc2Cl)no1,3,-1.4,-6,0.0
C=CCn1c(SCC(=O)Nc2ccccc2C(=O)OC)nnc1-c1cccc(OC)c1,-12,-1.8,-2,0.0
COC(=O)c1c(-c2ccncc2)csc1NC(=O)Cc1ccc([N+](=O)[O-])cc1,-13,-1.3,7,0.0
CCOC(=O)N1CCN(S(=O)(=O)c2ccc(C(=O)N=c3sc4ccccc4n3C)cc2)CC1,-5,-1.0,4,-0.1
COc1ccc(-c2noc(CSc3nc(N)c(-c4ccccc4)c(=O)[nH]3)n2)cc1OC,6,5.7*,-11,-0.1
CC(C)(C)OC(=O)N1CCC[C@H](Nc2ccnc(Nc3ccc(S(N)(=O)=O)cc3)n2)C1,-7,1.8,3,-0.1
COc1ccc(-c2cc(C(F)(F)F)n3nc(C(=O)NC45CC6CC(CC(C6)C4)C5)cc3n2)cc1,3,0.7,3,0.0
O=C(Nc1nc(CC(=O)N2CCN(c3ccccc3Cl)CC2)cs1)NC1CCCC1,6,2.5,3,0.2
O=C(Nc1ccccc1O)c1nc(Cl)ccc1Cl,3,0.5,2,-0.1
O=S1(=O)N=C(Nc2ccc(O)c(CN3CCCCC3)c2)c2ccccc21,-5,2.1,-14,-0.3
Nc1nonc1-c1nc2ccccc2n1CC(=O)Nc1ccc2c(c1)CCC2,-5,1.2,-4,-0.1
COc1ccc(-c2cc(C(=O)OCC(=O)NC(N)=O)c3ccccc3n2)cc1,-15,-0.4,-9,0.2
O=C(NCc1cccc(Oc2ccc(F)cc2)c1)c1ccccn1,54*,-0.5,-3,-0.1
Cc1c(C2=N/C(=C/c3ccc4c(c3)OCO4)C(=O)O2)cccc1[N+](=O)[O-],-3,1.5,-1,0.0
Cn1c(=O)c2[nH]c(CN3CCN(C(c4ccccc4)c4ccccc4)CC3)nc2n(C)c1=O,-2,-0.3,12,1.0
CCCCCCCC(=O)Nc1ccon1,8,-0.3,14,0.0
COc1cc(NC(=O)C(CCS(C)(=O)=O)N2Cc3ccccc3C2=O)cc(OC)c1 (centres undefined),11,-0.8,0,-0.1
CCOC(=O)C1=C(C)NC(=O)N(C(C)=O)C1c1ccc([N+](=O)[O-])cc1 (centres undefined),6,-0.3,6,-0.1
Cc1ccc(-c2noc(-c3ccccc3C)n2)cc1,-29,-0.1,19,0.0
O=C(C1CCOCC1)N1CCCC(CO)(Cc2cccc(Cl)c2)C1 (centres undefined),-50,-2.5,18,0.3
CC(=O)NNC(=O)CSc1nnc2c(C)cc3cc4c(cc3n12)OCO4,-1,0.1,13,0.0
O=C1c2cccnc2C(Nc2ccccc2F)N1Cc1cccs1 (centres undefined),-7,1.6,9,0.4
C=CCSc1nnc(-c2ccncc2)n1Cc1ccccc1,-6,1.7,-7,0.0
Cc1ccc(C2C(C#N)=C(N)SC(N)=C2C#N)s1,-9,-0.1,13,-0.2
CCCn1cnc2cc(NCc3cccc(OC)c3OC)ccc21,-34,-0.3,2,0.0
COc1ccc(-c2nc3cc(NC(=S)NC(=O)c4oc5ccccc5c4C)ccc3o2)cc1Cl,2,0.7,-15,-0.1
CS(=O)(=O)N(CC(=O)Nc1cccc(F)c1)c1ccc2c(c1)OCO2,0,2.3,64*,0.1
CCOC(=O)C1=C(C)N=c2s/c(=C\c3ccc(-c4cccc(C(=O)OC)c4)o3)c(=O)n2C1c1ccccc1OC (centres undefined),8,-0.5,-5,0.1
S=c1[nH]nc(-c2ccco2)n1C1CCCCC1,12,0.2,23,0.0
COc1ccc(-c2csc(NC(=O)COc3ccccc3)n2)cc1,-5,0.0,0,-0.1
CC(/C=C/c1ccccc1)=N\NC(=O)CCc1ccccc1,0,-0.6,4,0.0
O=C(CCCn1cc([N+](=O)[O-])cn1)Nc1cc(F)ccc1F,-1,1.4,-3,0.0
CC1=C(C(=O)OCCOc2ccccc2)C(c2ccc([N+](=O)[O-])cc2)C2=C(CC(C)(C)CC2=O)N1 (centres undefined),9,-0.8,-8,0.0
COc1cc(/C=N/N2CCOCC2)cc([N+](=O)[O-])c1O,-6,-0.5,30,0.2
COc1ccc(NC(=O)c2cc(-c3ccc(C)cc3)nc3ccccc23)c(OC)c1,11,-1.8,17,0.2
Cc1ccn(C(=O)COc2ccc3ccccc3c2)n1,16,-1.0,6,0.3

High-throughput results: PubChem, The Scripps Research Institute Molecular Screening Center

No enrichment for hits. About 3.4% of those tested had a hit in this group.
